Screening data: PubChem, NMMLSC
Bcl-B Bim block – inhibitors of Bim-Bcl-B binding, primary screen, biochemical, multiplexed, human Bcl-2 family; 190,000 tested, 0.073% active; AID 951, 2007; inhibition, % at 10 µM; bead-based flow cytometry, Bim peptide-Bcl-B binding;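 note: 0% = tracer peptide without compound and 100% = reference inhibitor peptide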
Target sequence (Q9HD36 whole entry, looked up): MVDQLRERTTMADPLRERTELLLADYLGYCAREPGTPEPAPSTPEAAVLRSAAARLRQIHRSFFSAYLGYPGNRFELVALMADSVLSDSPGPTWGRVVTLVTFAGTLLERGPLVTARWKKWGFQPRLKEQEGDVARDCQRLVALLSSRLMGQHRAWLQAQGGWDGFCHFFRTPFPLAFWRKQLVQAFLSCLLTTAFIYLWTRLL
RGS7-Gao reg – RGS7-Galphao binding modulators, primary screen, biochemical, multiplexed bead flow cytometry. actives lie on both sides. binding response (% of control), % at 10 µM. 220,000 tested, 0.35% active; in the data active = binding response below about 49% or above about 150%; inconclusive = no clear call, values can overlap the other calls; inactive = in between;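 note: fluorescent Galphao held in activated GDP-AlF4 state binding bead-coupled RGS7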
Bcl-XL Bim block – inhibitors of Bim-Bcl-XL binding, primary screen, biochemical, multiplexed, bead flow cytometry, human Bcl-XL. Bcl-2-like protein 1 (Homo sapiens), Q07817. 190,000 tested, 0.04% active. Bim peptide-Bcl-XL binding, fluorescence. inhibition, % at 10 µM
Target sequence (Q07817 whole entry, looked up): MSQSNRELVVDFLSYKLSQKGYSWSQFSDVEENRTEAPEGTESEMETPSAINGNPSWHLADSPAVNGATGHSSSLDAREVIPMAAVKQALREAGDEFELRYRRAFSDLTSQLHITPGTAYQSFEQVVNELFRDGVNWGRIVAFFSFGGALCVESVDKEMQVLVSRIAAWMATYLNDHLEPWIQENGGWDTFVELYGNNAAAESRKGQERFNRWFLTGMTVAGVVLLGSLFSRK
Bim-Mcl-1 – inhibitors of Bim peptide binding to Mcl-1, primary screen, biochemical, bead-based flow cytometry, multiplex; Induced myeloid leukemia cell differentiation protein Mcl-1 (Homo sapiens), Q07820; Bim peptide-Mcl-1 binding; inhibition, % at 10 µM; 190,000 tested, 0.1% active; AID 1009, 2008;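 note: 0% = no compound tracer wells and 100% = peptide blocker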
Bcl-W Bim block – inhibitors of Bim binding to Bcl-W, primary screen, biochemical, multiplexed, bead-based flow cytometry | Bcl-2-like protein 2 (Homo sapiens), Q92843 | Bim peptide-Bcl-W binding | inhibition, % at 10 µM | 190,000 tested, 0.02% active;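 note: 0% = bound tracer without compound and 100% = peptide blocker; higher means less fluorescent Bim peptide bound to Bcl-W beads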
Target sequence (Q92843 whole entry, looked up): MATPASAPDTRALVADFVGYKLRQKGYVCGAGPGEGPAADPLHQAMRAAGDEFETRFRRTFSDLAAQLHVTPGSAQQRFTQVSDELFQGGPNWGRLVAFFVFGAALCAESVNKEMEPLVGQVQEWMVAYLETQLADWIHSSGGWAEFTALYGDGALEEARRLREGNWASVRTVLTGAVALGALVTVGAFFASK
RGS8-Gao reg – RGS8-Galphao binding modulators, primary screen, biochemical, multiplexed bead flow cytometry; 220,000 tested, 0.34% active; response (percent of control binding), % at 10 µM; actives lie on both sides; Guanine nucleotide-binding protein G(o) subunit alpha (Homo sapiens), P09471; AID 1423, 2008; in the data active = response below about 60% or above about 140%; inactive = in between;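 note: Galphao activated as the GDP aluminium fluoride complex binding bead-coupled RGS8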
Bfl-1 Bim block – inhibitors of Bim binding to Bfl-1, primary screen, biochemical, multiplexed, bead-based flow cytometry; inhibition, % at 10 µM; Bim-Bfl-1 binding inhibition; AID 1008, 2008; Bcl-2-related protein A1 (Homo sapiens), Q16548; 190,000 tested, 0.12% active;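 note: 0% = wells without compound plus tracer and 100% = blocker peptide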
Bim-Bcl-2 – inhibitors of Bim-Bcl-2 binding, primary screen, biochemical, multiplexed, human Bcl-2 family. Apoptosis regulator Bcl-2 (Homo sapiens), P10415. 190,000 tested, 0.06% active. Bead-based flow cytometry, Bim peptide-Bcl-2 binding. inhibition, % at 10 µM; in the data active = inhibition above about 40%; inconclusive = no clear call, values can overlap the other calls;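 note: 0% = no compound wells with probe peptide and 100% = reference peptide inhibitor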
Target sequence (P10415 whole entry, looked up): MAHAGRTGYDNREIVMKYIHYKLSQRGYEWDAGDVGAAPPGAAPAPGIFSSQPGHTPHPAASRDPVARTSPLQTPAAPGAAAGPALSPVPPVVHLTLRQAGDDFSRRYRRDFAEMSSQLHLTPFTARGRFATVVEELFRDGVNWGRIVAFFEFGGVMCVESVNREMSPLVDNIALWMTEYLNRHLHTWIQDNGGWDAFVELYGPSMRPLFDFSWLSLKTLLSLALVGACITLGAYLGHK
RGS4-Gao reg – modulators of RGS4 binding to Galphao, primary screen, biochemical, multiplexed bead flow cytometry. Guanine nucleotide-binding protein G(o) subunit alpha (Homo sapiens), P09471. actives lie on both sides. binding response (% of control), % at 10 µM. 220,000 tested, 0.33% active; in the data active = binding response below about 49% or above about 150%; inactive = in between;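 note: fluorescent Galphao activated with aluminum fluoride binding bead-coupled RGS4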
ABCB1 inh – ABCB1 efflux pump inhibitors, primary screen, cell-based, multiplex, flow cytometry, ABCG2 counter-screen; ATP-dependent translocase ABCB1 (Homo sapiens), P08183; CCRF-Adr cells, JC-1 efflux; inhibition, % at 6.6 µM; 190,000 tested, 0.067% active; AID 1326, 2008; in the data active = inhibition above about 40%;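 note: 0% = vehicle and 100% = reference inhibitor; higher value means more JC-1 retained so stronger ABCB1 efflux block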
ABCG2 inh – ABCG2 efflux pump inhibitors, primary screen, multiplex with ABCB1, IgMXP3 cells, flow cytometry | Broad substrate specificity ATP-binding cassette transporter ABCG2 (Homo sapiens), Q9UNQ0 | JC-1 efflux | inhibition, % at 6.6 µM | 190,000 tested, 0.1% active;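 active = inhibition above 80%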;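 note: 0% = DMSO and 100% = nicardipine control wells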
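Test system: IgMXP3 cells (ABCG2) mixed with DDAO far-red-labelled CCRF-Adr cells (ABCB1). Reagent: JC-1 transporter substrate. Compound dosing: single test compound dose, 6.6 µM final. Times: 10 min compound exposure, 25 °C. Detection: flow cytometry of retained JC-1 fluorescence. Read-out basis: efflux inhibition in percent versus controls. Controls: nicardipine and DMSO wells.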
* = called active by the depositor; [ ] = another dose, or the depositor's remark. Cut-off read from the data, not from the text of the source, unless noted: active = inhibition above about 40%.

Screening O=S(=O)(c1ccc(Cl)s1)N1CCCCC1 returned Bcl-B Bim block -3.0, RGS7-Gao reg 102.3, Bcl-XL Bim block -4.0, Bim-Mcl-1 -1.0, Bcl-W Bim block 0.0, RGS8-Gao reg 103.9, Bfl-1 Bim block -5.0, Bim-Bcl-2 -3.0, RGS4-Gao reg 104.4, ABCB1 inh -1.1 and ABCG2 inh -1.2.
`CC1CCCCC1NC(=O)COC(=O)C12CC3CC(CC(Cl)(C3)C1)C2` (stereo not drawn) gave Bcl-B Bim block -6.0, RGS7-Gao reg 96.8, Bcl-XL Bim block -2.0, Bim-Mcl-1 -2.0, Bcl-W Bim block -3.0, RGS8-Gao reg 100.3, Bfl-1 Bim block -2.0, Bim-Bcl-2 -1.0, RGS4-Gao reg 100.5, ABCB1 inh -0.1 and ABCG2 inh 0.1.
CCN1CCN(C(c2cccs2)C(C)NC(=O)c2ccco2)CC1 (stereo not drawn) was read as Bcl-B Bim block -6.0, RGS7-Gao reg 103.1, Bcl-XL Bim block 1.0, Bim-Mcl-1 -1.0, Bcl-W Bim block 2.0, RGS8-Gao reg 98.8, Bfl-1 Bim block -4.0, Bim-Bcl-2 -1.0, RGS4-Gao reg 104.0, ABCB1 inh 0.1 and ABCG2 inh 0.9.
For CCOC(=O)C1=C(C)NC2=C(C(=O)C(C(=O)OCC)C(c3ccc(OC)cc3)C2)C1c1ccccn1 (stereo not drawn) the results were Bcl-B Bim block 2.0, RGS7-Gao reg 89.1, Bcl-XL Bim block 1.0, Bim-Mcl-1 0.0, Bcl-W Bim block 0.0, RGS8-Gao reg 95.1, Bfl-1 Bim block 0.0, Bim-Bcl-2 0.0, RGS4-Gao reg 89.8, ABCB1 inh -5.8 and ABCG2 inh -2.8.
`Cc1ccccc1C(=O)Nc1cccc(NC(=O)c2ccc(-c3ccc(Br)cc3)o2)c1` gave Bcl-B Bim block -7.0, RGS7-Gao reg 100.5, Bcl-XL Bim block -2.0, Bim-Mcl-1 -4.0, Bcl-W Bim block -3.0, RGS8-Gao reg 101.9, Bfl-1 Bim block -6.0, Bim-Bcl-2 -9.0, RGS4-Gao reg 101.6, ABCB1 inh 0.3 and ABCG2 inh 0.6.
`CCCCOc1ccc(/C=C/C(=O)Nc2ccc(C(N)=O)cc2)cc1` gave Bcl-B Bim block 2.0, RGS7-Gao reg 97.2, Bcl-XL Bim block -2.0, Bim-Mcl-1 -1.0, Bcl-W Bim block 0.0, RGS8-Gao reg 97.3, Bfl-1 Bim block 10.0, Bim-Bcl-2 6.0, RGS4-Gao reg 91.0, ABCB1 inh -0.4 and ABCG2 inh -1.3.
For CS(=O)(=O)NCCCNc1c(Cl)cccc1[N+](=O)[O-] the results were Bcl-B Bim block 1.0, RGS7-Gao reg 102.6, Bcl-XL Bim block 1.0, Bim-Mcl-1 0.0, Bcl-W Bim block 0.0, RGS8-Gao reg 103.3, Bfl-1 Bim block 0.0, Bim-Bcl-2 -1.0, RGS4-Gao reg 98.5, ABCB1 inh 1.0 and ABCG2 inh 3.2.
`O=C(COC(=O)Cc1ccccc1F)Nc1cccc(S(=O)(=O)NC2=NCCCCC2)c1` gave Bcl-B Bim block -5.0, RGS7-Gao reg 98.1, Bcl-XL Bim block 0.0, Bim-Mcl-1 -3.0, Bcl-W Bim block 0.0, RGS8-Gao reg 99.3, Bfl-1 Bim block -7.0, Bim-Bcl-2 -2.0, RGS4-Gao reg 99.9, ABCB1 inh 0.1 and ABCG2 inh 1.5.
`CCCc1nc2ccccc2n1CCOC` gave Bcl-B Bim block -8.0, RGS7-Gao reg 104.7, Bcl-XL Bim block -8.0, Bim-Mcl-1 -2.0, Bcl-W Bim block 0.0, RGS8-Gao reg 106.2, Bfl-1 Bim block -15.0, Bim-Bcl-2 -10.0, RGS4-Gao reg 107.5, ABCB1 inh 1.5 and ABCG2 inh 3.6.
For Cc1ccc(C(=O)Oc2oc(-c3ccco3)nc2C=Nc2ccc(Cl)cc2)cc1 the results were Bcl-B Bim block -6.0, RGS7-Gao reg 90.0, Bcl-XL Bim block -3.0, Bim-Mcl-1 -4.0, Bcl-W Bim block -2.0, RGS8-Gao reg 93.7, Bfl-1 Bim block 13.0, Bim-Bcl-2 1.0, RGS4-Gao reg 92.8, ABCB1 inh 0.1 and ABCG2 inh 2.9.
`CC1(C)[C@H]2CC=C(CN3CCC(N4CCC(C(=O)N5CCCC5)CC4)CC3)[C@@H]1C2` gave Bcl-B Bim block -3.0, RGS7-Gao reg 100.1, Bcl-XL Bim block -8.0, Bim-Mcl-1 -2.0, Bcl-W Bim block -4.0, RGS8-Gao reg 102.8, Bfl-1 Bim block -11.0, Bim-Bcl-2 -6.0, RGS4-Gao reg 100.7, ABCB1 inh 0.4 and ABCG2 inh 1.1.
`CN(CCc1ccccn1)C(=O)CCC1CCCN(C(=O)c2c3c(nn2C)CCCC3)C1` (stereo not drawn) gave Bcl-B Bim block -2.0, RGS7-Gao reg 98.6, Bcl-XL Bim block 0.0, Bim-Mcl-1 -1.0, Bcl-W Bim block 2.0, RGS8-Gao reg 105.5, Bfl-1 Bim block -6.0, Bim-Bcl-2 0.0, RGS4-Gao reg 102.7, ABCB1 inh 0.2 and ABCG2 inh 0.6.
O=C(CNC(=O)c1ccccc1)Nc1cccc(C(F)(F)F)c1 was read as RGS7-Gao reg 845.4*[activator], RGS8-Gao reg 193.1*[activator], Bim-Bcl-2 inconclusive, RGS4-Gao reg 762.3*[activator] and ABCG2 inh active.
Screening Cc1ccc(C(=O)OCC(=O)N(C)C2CCS(=O)(=O)C2)cc1[N+](=O)[O-] (stereo not drawn) returned Bcl-B Bim block 1.0, RGS7-Gao reg 99.8, Bcl-XL Bim block -3.0, Bim-Mcl-1 -4.0, Bcl-W Bim block -3.0, RGS8-Gao reg 99.5, Bfl-1 Bim block 0.0, Bim-Bcl-2 -3.0, RGS4-Gao reg 97.8, ABCB1 inh 0.7 and ABCG2 inh 0.3.
CCSc1ncc(/C=N/Nc2ccc(F)cc2)n1C was read as Bcl-B Bim block 0.0, RGS7-Gao reg 105.3, Bcl-XL Bim block -1.0, Bim-Mcl-1 1.0, Bcl-W Bim block 0.0, RGS8-Gao reg 101.6, Bfl-1 Bim block 4.0, Bim-Bcl-2 1.0, RGS4-Gao reg 96.2, ABCB1 inh -0.3 and ABCG2 inh 0.0.
`COc1cccc(NC(=O)C2CCC(CNS(=O)(=O)c3cccs3)CC2)c1` (stereo not drawn) gave Bcl-B Bim block 0.0, RGS7-Gao reg 106.5, Bcl-XL Bim block -2.0, Bim-Mcl-1 3.0, Bcl-W Bim block -3.0, RGS8-Gao reg 106.0, Bfl-1 Bim block 0.0, Bim-Bcl-2 1.0, RGS4-Gao reg 106.3, ABCB1 inh 0.7 and ABCG2 inh 4.3.
O=C(NNC1=C(C(=O)C(F)(F)F)CCC1)c1ccncc1 was read as Bcl-B Bim block 0.0, RGS7-Gao reg 85.8, Bcl-XL Bim block -2.0, Bim-Mcl-1 0.0, Bcl-W Bim block 0.0, RGS8-Gao reg 90.9, Bfl-1 Bim block -3.0, Bim-Bcl-2 0.0, RGS4-Gao reg 86.6, ABCB1 inh 0.7 and ABCG2 inh 2.2.
Screening CCOC(=O)c1cnc(-c2ccccc2)nc1Oc1ccc(Cl)cc1 returned Bcl-B Bim block -2.0, RGS7-Gao reg 97.0, Bcl-XL Bim block -3.0, Bim-Mcl-1 -2.0, Bcl-W Bim block -2.0, RGS8-Gao reg 100.9, Bfl-1 Bim block -4.0, Bim-Bcl-2 -5.0, RGS4-Gao reg 96.5, ABCB1 inh -0.2 and ABCG2 inh 2.4.
Cc1nn(C)c(=O)n1-c1ccccc1 was read as Bcl-B Bim block -1.0, RGS7-Gao reg 100.3, Bcl-XL Bim block 0.0, Bim-Mcl-1 -2.0, Bcl-W Bim block 1.0, RGS8-Gao reg 99.5, Bfl-1 Bim block 5.0, Bim-Bcl-2 0.0, RGS4-Gao reg 102.8, ABCB1 inh -0.8 and ABCG2 inh -1.0.
Screening Cc1cc(C)nc(NS(=O)(=O)c2ccc(NC(=O)CSc3nc(-c4ccccc4)c(C#N)c(=O)[nH]3)cc2)n1 returned Bcl-B Bim block 1.0, RGS7-Gao reg 102.5, Bcl-XL Bim block 1.0, Bim-Mcl-1 -2.0, Bcl-W Bim block 4.0, RGS8-Gao reg 101.3, Bfl-1 Bim block -3.0, Bim-Bcl-2 0.0, RGS4-Gao reg 99.9, ABCB1 inh -1.0 and ABCG2 inh -5.2.
For C1=C(c2ccccc2)Nc2nnnn2C1 the results were Bcl-B Bim block 0.0, RGS7-Gao reg 98.8, Bcl-XL Bim block 1.0, Bim-Mcl-1 -1.0, Bcl-W Bim block 0.0, RGS8-Gao reg 98.3, Bfl-1 Bim block 0.0, Bim-Bcl-2 0.0, RGS4-Gao reg 102.6, ABCB1 inh 0.1 and ABCG2 inh 1.1.
`COC(=O)c1sc(=S)n(-c2ccccc2OC)c1N` gave Bcl-B Bim block -11.0, RGS7-Gao reg 110.4, Bcl-XL Bim block -5.0, Bim-Mcl-1 0.0, Bcl-W Bim block -4.0, RGS8-Gao reg 99.6, Bfl-1 Bim block 0.0, Bim-Bcl-2 -2.0, RGS4-Gao reg 100.2, ABCB1 inh -0.3 and ABCG2 inh -1.0.
CCN(CC)CCn1c(SCC(=O)NCc2ccccc2)nc2c(sc3ccccc32)c1=O was read as Bcl-B Bim block -7.0, RGS7-Gao reg 99.7, Bcl-XL Bim block -3.0, Bim-Mcl-1 -4.0, Bcl-W Bim block -2.0, RGS8-Gao reg 98.5, Bfl-1 Bim block -4.0, Bim-Bcl-2 0.0, RGS4-Gao reg 97.3, ABCB1 inh 3.3 and ABCG2 inh 15.6.
For COC(=O)c1ccc(C)c(-n2c(C)cc(C=O)c2C)c1 the results were Bcl-B Bim block -2.0, RGS7-Gao reg 103.9, Bcl-XL Bim block 1.0, Bim-Mcl-1 0.0, Bcl-W Bim block 3.0, RGS8-Gao reg 99.4, Bfl-1 Bim block -22.0, Bim-Bcl-2 -7.0, RGS4-Gao reg 99.4, ABCB1 inh 0.6 and ABCG2 inh 6.1.
